High-throughput results deposited in PubChem BioAssay by National Center for Advancing Translational Sciences (NCATS).
BAZ2B block – blocks human BAZ2B; Q9UIF8; AlphaScreen BAZ2B-H3K14Ac peptide displacement; Potency, µM (highest dose often 114 µM), for the others: top-dose activity change, negative = inhibition, usual class: inhibitors; 4.4% of 360,000 active; also: potency is read from the fitted curve at half-maximal effect; % is scaled to controls: 0 for no effect and ±100 for the full control effect; nearly all actives have a fitted effect of over 60% in size
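AlphaScreen displacement of biotin-H3(5-23)K14Ac peptide (50 nM final) from BAZ2B (50 nM final) in PBS pH 7.4, 0.01% Tween-20; complex preformed 30 min RT, then compounds (top 110 uM) 30 min RT, beads 20 min dark.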
PGK inhibitor – inhibitors of T. brucei phosphoglycerate kinase; P07378; PGK/GAPDH coupled, Kinase-Glo luminescence, 60 min; Potency, µM (doses to about 57.5 µM), for inactives: at the top dose activity change, negative = inhibition, most hits filed as inhibitors; 0.043% of 380,000 active; AID 602233; also: potency is read from the fitted curve at half-maximal effect; % is scaled to controls: 0 for no effect and ±100 for the full control effect; nearly all actives have a fitted effect of over 60% in size
Target sequence (P07378 whole entry, looked up): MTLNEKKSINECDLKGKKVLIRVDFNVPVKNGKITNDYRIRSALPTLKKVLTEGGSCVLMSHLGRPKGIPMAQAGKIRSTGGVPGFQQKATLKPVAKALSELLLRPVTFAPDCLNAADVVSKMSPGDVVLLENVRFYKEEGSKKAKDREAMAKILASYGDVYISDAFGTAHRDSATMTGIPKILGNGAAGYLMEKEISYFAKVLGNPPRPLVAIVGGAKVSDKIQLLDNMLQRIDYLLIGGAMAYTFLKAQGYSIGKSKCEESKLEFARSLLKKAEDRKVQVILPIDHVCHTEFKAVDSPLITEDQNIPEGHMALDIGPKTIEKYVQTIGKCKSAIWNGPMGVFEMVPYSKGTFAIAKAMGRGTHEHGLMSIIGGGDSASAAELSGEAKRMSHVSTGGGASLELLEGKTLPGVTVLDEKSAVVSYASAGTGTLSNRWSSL
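Recombinant glycosomal PGK reaction used 1,3-bisphosphoglycerate generated in-well by GAPDH (100nM final) in 100mM TEA pH 7.6, 5mM MgCl2, 0.01% Tween-20. After 60 minutes at room temperature, ATP was read by Kinase-Glo Plus luminescence end-point.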
JMJD2A Tudor – JMJD2A Tudor domain (human) inhibition | O75164 | AlphaScreen JMJD2A-Tudor / H3K4me3 peptide binding | Potency, µM (top dose mostly 114 µM), for inactives: top-dose activity change, negative = inhibition, actives largely listed as inhibitors | 4.4% of 390,000 active | AID 504339; also: potency is read from the fitted curve at half-maximal effect; % is scaled to controls: 0 for no effect and ±100 for the full control effect; nearly all actives have a fitted effect of over 50% in size
GLS inh – blocks human kidney-isoform glutaminase activity; GLS enzymatic activity, qHTS titration; Potency, µM (doses to about 45.5 µM), without a hit: top-dose activity change, negative = inhibition, hits mostly inhibitors; 0.21% of 410,000 active; also: potency is read from the fitted curve at half-maximal effect; % is scaled to controls: 0 for no effect and ±100 for the full control effect
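Glutamate formation by hKGA was monitored fluorometrically using coupled glutamate oxidase, HRP and Amplex Red. Substrate was added as 1 mM L-glutamine solution; incubation was 30 min at RT after an initial read.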
HP1b chromo inh – HP1-beta chromodomain-methylated histone interaction inhibition; 0.56% of 390,000 active; Potency, µM (top dose mostly 114 µM), inactives show at the highest dose activity change, negative = inhibition, most hits filed as inhibitors; AlphaScreen HP1-beta / biotin-H3K9me3 peptide binding; also: potency is read from the fitted curve at half-maximal effect; nearly all actives have a fitted effect of over 70% in size; inactives centre near 23
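HP1-beta protein (50 nM final) preincubated 30 min at room temperature with biotinylated H3(1-18)K9me3 peptide (50 nM) in PBS pH 7.4, 0.01% Tween-20, then compound added for 30 min. AlphaScreen streptavidin donor/nickel chelate acceptor beads (10 ug/mL final), 30 min dark, luminescence read.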
PI4K2A inh – blocks human PI4K2A kinase activity | activity change, negative = inhibition, % at 76.9 µM | AID 1346378 | purified PI4K2A, ADP-Glo luminescence, 1 h; hits give low values | Q9BTU6 | 0.13% of 420,000 active; in the data active = activity change below about -50%; inconclusive = mostly about -30% to -49%;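 also: -100% = wells without enzyme as full effect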
Target sequence (Q9BTU6 whole entry, looked up): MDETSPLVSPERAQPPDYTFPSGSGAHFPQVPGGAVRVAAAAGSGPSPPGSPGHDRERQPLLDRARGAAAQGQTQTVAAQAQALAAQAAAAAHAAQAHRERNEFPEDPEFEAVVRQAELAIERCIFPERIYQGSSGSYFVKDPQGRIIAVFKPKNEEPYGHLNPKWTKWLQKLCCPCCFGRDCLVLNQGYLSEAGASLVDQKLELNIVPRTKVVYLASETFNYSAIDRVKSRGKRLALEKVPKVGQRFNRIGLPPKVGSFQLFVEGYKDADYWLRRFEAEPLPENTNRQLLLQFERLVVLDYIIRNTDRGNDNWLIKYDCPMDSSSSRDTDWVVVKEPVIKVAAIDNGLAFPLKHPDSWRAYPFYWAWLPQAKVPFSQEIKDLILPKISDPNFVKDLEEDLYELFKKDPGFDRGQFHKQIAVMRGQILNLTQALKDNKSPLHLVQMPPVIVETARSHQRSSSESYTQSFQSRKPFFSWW
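PI4K2A activity was measured by ADP-Glo luminescence: enzyme (4 ug/mL stock) and phosphatidylinositol (1.2 mM stock) in Tris pH 7.5/MgCl2/EGTA/Triton X-100 buffer were reacted with ATP (300 microM stock) for one hour at ambient temperature.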
ERG Ets-DNA blk – inhibitors of human ERG Ets domain-DNA interaction; P11308; Potency, µM (highest dose often 76.9 µM), without a hit: at the highest dose FP activity, negative = inhibition, most hits filed as inhibitors; fluorescence polarization, His-ERG Ets domain / labelled DNA; 0.028% of 370,000 active; active = well fitted inhibition curve with a large enough effect in the polarisation, with a control signal flat; inconclusive = small, poorly fitted or top-dose-only effect, or effect the other way, or a change in a side signal; inactive = no such curve, though single readings can be large or run the other way; the % refers to the polarisation;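 also: polarization taken with two DNA probes labelled with fluorescein and Texas red; potency is read from the fitted curve at half-maximal effect; % of control where 0% means no effect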
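His-tagged ERG Ets domain (1 uM in the protein solution; 300mM KCl, 50mM Tris-HCl, 1mM EDTA, 1mM DTT, pH 7.5) received compound, then a probe mix of 5 nM fluorescein-DNA and 100nM Texas-615-DNA. Fluorescence polarization was read for both dyes.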
Pin1 inhibitor – human Pin1 inhibition. Q13526. Pin1 FP peptide displacement, HiFluor488, 10 min. Potency, µM (doses to about 115 µM), inactives show at the top dose activity, negative = inhibition, most hits filed as inhibitors. 0.009% of 390,000 active. AID 504891; active = well fitted inhibition curve with a large enough effect in the polarisation, with a control signal flat, not every such curve was filed as active; inconclusive = small, poorly fitted or top-dose-only effect, or effect the other way, or a change in a side signal; inactive = no such curve, though single readings can be large or run the other way; the % refers to the polarisation; also: potency is read from the fitted curve at half-maximal effect; % is scaled to controls: 0 for no effect and ±100 for the full control effect
Target sequence (Q13526 whole entry, looked up): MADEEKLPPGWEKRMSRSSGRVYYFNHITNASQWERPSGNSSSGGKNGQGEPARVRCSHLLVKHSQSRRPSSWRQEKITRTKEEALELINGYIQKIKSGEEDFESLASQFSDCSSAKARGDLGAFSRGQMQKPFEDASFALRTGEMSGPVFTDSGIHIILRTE
G9a block – blocks human histone lysine methyltransferase G9a; AID 504332; G9a H3K9 monomethylation, AlphaScreen, 2 h; Potency, µM (doses to about 102 µM), inactives show at the top dose activity, negative = inhibition, hits mostly inhibitors; Q96KQ7; 8.8% of 350,000 active; also: potency is read from the fitted curve at half-maximal effect; % is scaled to controls: 0 for no effect and ±100 for the full control effect; nearly all actives have a fitted effect of over 75% in size
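Enzyme 20 nM + cpd, 15 min RT; add b-H3K9 pep 500 nM / SAM 20 uM; 2 h RT; anti-H3K9me1 Ab 0.5 ug/mL + SA donor / anti-rabbit acceptor beads 20 ug/mL each, 10 min; AlphaScreen read.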
* marks the source's active call; other numbers are inactive results; i = inactive; ? = inconclusive; nt = not tested or not shown; & = joins results of further samples; [ ] = dose if it differs, or a comment. Unless noted, calls follow the shape of the dose curve; as a rule, active = well fitted curve in the direction sought with a large enough effect; inconclusive = small, poorly fitted or top-dose-only effect, or another doubt; inactive = no such curve, though single readings can be large; an effect the other way counts as inactive or inconclusive.

BAZ2B block | PGK inhibitor | JMJD2A Tudor | GLS inh | HP1b chromo inh | PI4K2A inh | ERG Ets-DNA blk | Pin1 inhibitor | G9a block | structure
1.8% | -0.4% | -33.2% | 2.8% | 6.8% | 8.3 | 4.6% | 8.6% | 1.2%[59 µM] | Cc1ccc(S(=O)(=O)N(CC(=O)N/N=C/c2cccc(Cl)c2)c2cccc3cccnc23)cc1
-7.5% | -1.7% | -14.5% | -6.9% | 5.4%[57 µM] | -4.4 | -2.4% | -1.7% | -4.5%[59 µM] | N#Cc1ccccc1NC(=O)C(=O)NCC(c1ccc2c(c1)OCO2)N1CCOCC1 (stereo unspecified)
-34.2% | -0.1% | -11.6% | 18.1% | 26.3% | -1.8 | 2.8% | -9.2% | -24.4% | CC(C)Oc1ccc(N2CC(C(=O)NC3=NCCS3)CC2=O)cc1 (stereo unspecified)
0.2% | -2.8% | 50.1µM* | -2.4% | -11.1% | -5.7 | -1.7% | -1.4% | 11.2µM* | COCCn1c(SCC(=O)c2ccc(Cl)cc2)nnc1C(C)C
0.2% | -2.4% | -7.0% | -2.9% | 57.9%[activator] | 4.7 | 6.4% | -1.0% | -3.3% | Fc1ccc(Oc2ccc3nnc(C(F)(F)F)n3n2)cc1
-2.1% | i | -3.8%[57.1 µM] | -0.4% | 72.1%[activator] | -6.4 | 6.6% | -6.1% | 13.9% | O=S(=O)(NCc1ccccc1)c1ccc(Cl)cc1
-30.6% | 1.5% | -30.8% | -0.3% | 17.2% | -1.4 | -4.3% | -2.9% | -48.1% | Cc1cc(C(=O)CSc2nncn2C)c(C)n1-c1ccccc1
6.6% | -1.6% | -8.5% | -3.2% | 35.0% | -6.5 | -10.0% | 0.9% | 3.7%[0.501 µM] | Cc1ccnc(NC(=O)c2ccc(S(=O)(=O)N3CCC(C)CC3)cc2)c1
2.9% | -7.6% | -15.4% | 0.1% | -13.7% | 1.4 | 2.1% | -3.0% | 44.7µM* | CCCN(C(=O)CSCc1c(C)noc1C)c1c(N)n(Cc2ccccc2)c(=O)[nH]c1=O
-5.1% | i | -19.9% | 12.5% | 7.9% | -5.6 | -9.7% | 7.3% | -0.3% | Cc1c(C(=O)NCc2ccc3c(c2)OCO3)oc2ccc(S(=O)(=O)N3CCCCC3)cc12
1.7% | i | 11.3% | -2.0% | 23.6% | -5.3 | 1.1% | -1.3% | 4.1% | Cc1ccccc1N1CCN(S(=O)(=O)N(C)C)CC1
-2.3% | i | -13.0% | 4.4% | 21.2% | -15.1 | 0.3% | ? | -18.6%[59 µM] | COc1ccc(NC(=O)Cn2cc(S(=O)(=O)N3CCN(c4ccccc4F)CC3)c3ccccc3c2=O)cc1Cl
3.5% | -2.2% | -11.9% | -8.9% | 13.2%[57 µM] | 5.7 | 2.6% | -3.3% | 0.0%[59 µM] | COc1cccc(-n2c(SCC(=O)N3CCCc4ccccc43)nc3c([nH]c4ccccc43)c2=O)c1
-13.9% | -2.0% | -1.5% | -2.5% | 25.4% | 8.1 | 8.9% | -9.9% | 42.6% | CCOC(=O)Cn1nc(NC(=O)c2ccc3c(c2)OCO3)cc1C
nt | -0.7% | -13.1% | -3.2% | -6.3% | -9.7 | -7.3% | -6.3% | nt | O=C(COc1ccccc1)NCc1ccco1
5.0% | -3.4% | 2.8% | 5.6% | 3.3% | 5.0 | -1.2% | 8.5% | -1.3% | Cc1ccc(CCNC(=O)C2CCCN(S(=O)(=O)c3cccc4nsnc34)C2)cc1 (stereo unspecified)
-24.9% | 3.7% | -11.5% | 2.8% | 9.5% | -2.8 | 6.8% | -6.8% | -0.6%[59 µM] | Cc1cc(C)c2c(=O)cc(C(=O)Nc3sc4c(c3C#N)CCCC4)oc2c1
-3.9% | nt | -28.2% | 22.2% | -1.6% | -1.3 | -4.2% | 5.1% | -6.8%[59 µM] | COc1cc(C2NC(=O)NC(C)=C2C(=O)OC2CCCC(C)C2)ccc1O (stereo unspecified)
1.5% | -2.1% | -3.1%[57.1 µM] | -3.1% | 15.0% | -1.0 | 3.4% | 2.4% | -1.2%[59 µM] | COCCCNC(=O)c1ccc(Cn2c(=O)c3ccccc3n(Cc3cc(C)ccc3C)c2=O)cc1
10.3% | -11.1% | -9.2% | 7.9% | 29.2% | 8.9 | -8.6% | -0.9% | -3.1%[59 µM] | CC(=O)Nc1ccc(NC(=O)C2CC(=O)N(c3cccc(C)c3C)C2)cc1 (stereo unspecified)
? | 4.0% | -0.7% | 4.7% | 41.4%[activator] | 1.8 | -8.9% | 17.7% | 17.2%[59 µM] | CCOc1ccccc1-c1nc(-c2ccncc2)no1
1.6% | -2.1% | -10.3% | -6.2% | 8.5% | 4.0 | 8.0% | 2.1% | -24.1% | COc1ccccc1NC(=O)Cn1cnc2sc(C(=O)Nc3ccc(OC)c(OC)c3)c(C)c2c1=O
-27.7% | 0.0% | -9.7% | 5.3% | 41.8%[activator] | -3.6 | 1.4% | -3.1% | 16.2% | C/C(CC(=O)c1ccccc1)=N\NC(=O)CC#N
-34.6% | i | -21.0% | 30.3%[activator] | -0.4% | -4.2 | -15.4% | -8.0% | 39.8µM* | O=c1c(/C=N/N2CCOCC2)c(C(F)(F)F)[nH]n1-c1ccccc1
39.8µM* | -6.2% | ? | 22.1% | 38.3% | -16.9 | -1.8% | 0.1% | -6.0% | Cc1nnc(N/N=C/c2ccccc2O)n1N
? | -0.3% | -15.3% | 11.0% | 11.4% | 0.7 | 1.7% | 48.1%[activator] | -47.9% | CCOC(=O)c1c(C)[nH]c(C)c1C(=O)CSc1nnc(-c2ccc(OC(F)F)cc2)o1
-3.6% | -1.5% | 10.2% | -7.4% | 29.8% | -2.7 | -3.9% | -2.9% | 22.9%[12.7 µM] | COc1c(S(=O)(=O)NCCCN2CCOCC2)ccc(Cl)c1Cl
10.0% | -2.9% | -19.5% | 15.0% | 16.5% | 4.8 | -8.7% | -0.8% | 14.1%[59 µM] | COC(=O)/C=C/C(=O)N1CCN(c2ccccc2C)CC1
5.8% | -12.0% | -12.8% | 7.4% | 5.6%[57 µM] | 2.5 | 4.1% | -3.3% | ? | CCN1CCN(c2nc3ccccc3n3cnnc23)CC1
0.3%&0.6% | 3.8%&-7.1% | -2.8%&11.1% | 0.0%&-8.9% | 52.5%&41.0%[activator] | 2.8&-0.6 | -0.4%&1.2% | ? | 13.1%[59 µM] | O=C(NCc1ccc(Cl)cc1)C1CCN(S(=O)(=O)c2ccc(F)cc2)CC1
9.6% | -1.7% | 1.4% | 4.5% | 30.6% | -2.8 | 9.6% | 0.2% | -8.7%[2.33 µM] | COC(=O)C(Cc1ccccc1)NCC(=O)Nc1cccc(Cl)c1C (stereo unspecified)
-3.8% | -1.4% | -7.0% | 6.1% | 13.3% | -6.6 | 9.1% | 4.1% | -4.7%[59 µM] | O=C(/C=C/c1ccc(Cl)cc1Cl)NCCN1CCOCC1
-1.4% | -8.3% | -2.2% | -9.6% | -24.6% | 3.2 | -0.7% | 11.4% | -12.0%[59 µM] | CCOC(=O)c1cc(-c2ccccc2)n(CCC(=O)Nc2ccccc2CC)c1C
-21.8% | -8.2% | -8.4% | 5.0% | 31.6% | -2.5 | -6.9% | 7.3% | -28.2% | Cc1ccc(S(=O)(=O)CCC(=O)Nc2ccc(F)cc2)cc1
2.7% | 6.4% | -11.6% | 3.2% | 37.0% | -1.6 | 3.9% | 18.1% | 11.0% | OCC1(CC2CCCCO2)CCN(Cc2nc3ccccc3[nH]2)CC1 (stereo unspecified)
-12.4% | -1.1% | -19.5% | -8.6% | 19.2% | -0.4 | 1.3% | 6.4% | ? | C=CCSc1nc2sc3c(c2c(=O)n1-c1ccc(C)cc1)CCN(C)C3
-1.4% | 5.5% | -18.1% | 2.6% | 39.8%[activator] | 5.6 | 3.0% | 1.3% | 16.6%[12.7 µM] | O=C(CNC(=O)c1cccc(Cl)c1)NCC(c1cccs1)N1CCOCC1 (stereo unspecified)
3.7% | -4.5% | -19.4% | -0.4% | 24.2% | -6.4 | 7.8% | -4.7% | ? | COc1ccccc1CCNC(=O)CCn1c(=O)oc2ccccc21
-1.1% | 3.5% | -2.0% | 5.6% | 31.4% | -0.6 | 5.3% | -0.5% | 13.4%[59 µM] | O=C1CC(c2ccccc2)Cc2[nH]c(=O)c(C(=O)Nc3ccc(F)cc3)cc21 (stereo unspecified)
6.5% | -4.7% | -3.4% | ? | 22.5% | 0.7 | -10.7% | 5.8% | 6.5%[12.7 µM] | O=c1c2ccccc2nc(CSc2nnnn2-c2ccccc2)n1-c1ccccc1
-11.0% | i | ? | -1.0% | 23.9% | 3.2 | 10.6% | 15.1% | -25.8%[59 µM] | Cc1ccc(-n2cnc3cc(C(=O)NC4CCCCCC4)ccc32)cc1Cl
1.2% | -4.3% | -16.1% | -27.0% | 27.9% | 0.7 | -6.4% | -1.3% | 12.1% | CCOc1ccc(N2CC(C(=O)Nc3nnc(C4CCCCC4)s3)CC2=O)cc1 (stereo unspecified)
-2.9% | i | -7.5% | -3.1% | 35.5% | 1.4 | 9.0% | 7.6% | 6.7% | O=C1CN(C(=O)/C=C/c2cc(Br)ccc2F)CCN1
-30.2% | -7.2% | -5.4% | 56.9%[activator] | 43.6%[activator] | 5.6 | -21.0% | 1.5% | ? | O=C1Nc2ccccc2Nc2ncccc21
